Bioassay records as filed in PubChem BioAssay.
procasp7 counter: activates human procaspase-7, counter-screen for procaspase-3 activators | recombinant procaspase-7, Ac-DEVD-pNA absorbance 405 nm; D23A/D198A/D206A triple mutant, cannot self-cleave; scale: DMSO 0, 5 µM enzyme 100 | activation, % at 8.5 µM | hit rate 0.093% among 330,000 | AID 463210;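 active = percent activation above the screen-wide mean plus 3 SD, cut at about 25% in these data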
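Assay system: Uncleavable procaspase-7 mutant enzyme; Input: 2 µM procaspase-7 mutant as dispensed; Also added: DEVD-pNA substrate; Medium: Zinc-free HEPES pH 7.4 with 300 mM NaCl, 0.01% Triton X-100; Timing: 1 h compound preincubation, 2 h substrate cleavage, 25 °C; Measured by: Epi-absorbance of released pNA at 405 nm, two timepoints.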
Fh CTSL1 inh: cathepsin L1 inhibition, PFM18AAP counter-screen. recombinant F. hepatica cathepsin L1, Z-Leu-Arg-MCA fluorescence. inhibition, % at 5.96 µM. hit rate 0.49% among 300,000;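 active = inhibition above the mean of all tested compounds plus 3 SD, set per screening campaign, cut at about 17% in these data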;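 also: 0% = plate median of test compound wells and 100% = 1 µM Z-Phe-Ala-diazomethylketone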
Efflux pump mplx: blocks antifungal efflux pumps in multiplex yeast assay | inhibition, % at 10 µM | hit rate 0.44% among 330,000 | AID 485275 | S. cerevisiae Candida pump triplex, Nile Red efflux;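 active = plate passing quality check with inhibition over a set limit, or well fluorescence over plate mean plus 4 SD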;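 also: Nile Red retained in pooled yeast measured as flow cytometry median fluorescence; 0% = buffer negative control and 100% = Enniatin B positive control; higher means more Nile Red kept so more efflux inhibition; some compounds called inactive have numbers as strong as hits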
PP1 inh: blocks human PP1-alpha phosphatase, a PP5 counter-screen; P62136; purified PP1alpha, OMFP fluorescence; inhibition, % at 6.7 µM; hit rate 0.9% among 320,000; AID 2235;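 active = inhibition above the mean inhibition of all tested compounds plus 3 SD, computed separately for each screening campaign, cut at about 15% in these data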
HCV core dimer: HCV core protein dimerization inhibition; hit rate 0.33% among 300,000; inhibition, % at 5 µM; TR-FRET GST/Flag-core106 dimerization, 1536-well;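 active = inhibition above the mean of all tested compounds plus 3 SD, set per screening campaign, cut at about 45% in these data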
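test system = GST/Flag-tagged HCV core106 proteins | probe or stimulus = Eu donor and XL665 acceptor anti-tag antibodies | times = compound-protein-antibody incubation 4 h at 22.5 °C | signal = TR-FRET, excitation 340 nm, emission 617 and 671 nm | measure = percent inhibition of core106 dimerization signal | controls = wells lacking GST-core106 and wells with excess unlabelled core106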
procasp3 activ: activates human procaspase-3. recombinant procaspase-3 D3A, Ac-DEVD-pNA absorbance 405 nm. activation, % at 8.5 µM. hit rate 0.11% among 330,000. AID 463141;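 active = activation above the mean of all tested compounds plus 3 SD, cut at about 21% in these data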;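 also: 0% = DMSO alone and 100% = DMSO wells spiked with extra 5 µM PC-3 D3A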
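material = Procaspase-3 D3A mutant | probe or stimulus = Ac-DEVD-pNA | compound = single dose, 8.5 µM nominal compound, 0.8% DMSO | timing = 1 h preincubation, 2 h reaction | measured by = 405 nm absorbance of p-nitroaniline, reads at 0 and 120 min | benchmarks = DMSO-only low control, 5 µM PC-3 D3A high control | repeats = singlicate, each compound tested once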
JMJD2C inh: blocks human GASC-1 demethylase activity | Q9H3R0 | GST-JMJD2C(1-420) H3K9me3 demethylation, DELFIA europium | inhibition, % at 2.35 µM | hit rate 0.069% among 330,000;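 active = more than half of a compound's replicate wells show inhibition beyond 50%, single wells judged on their own value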;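 also: signal counts dimethyl H3K9 product captured on neutravidin plate; 0% = median of DMSO wells and 100% = 0.3 times that DMSO median; strong numbers were not always called active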
Target sequence (Q9H3R0 1-420 limits assumed): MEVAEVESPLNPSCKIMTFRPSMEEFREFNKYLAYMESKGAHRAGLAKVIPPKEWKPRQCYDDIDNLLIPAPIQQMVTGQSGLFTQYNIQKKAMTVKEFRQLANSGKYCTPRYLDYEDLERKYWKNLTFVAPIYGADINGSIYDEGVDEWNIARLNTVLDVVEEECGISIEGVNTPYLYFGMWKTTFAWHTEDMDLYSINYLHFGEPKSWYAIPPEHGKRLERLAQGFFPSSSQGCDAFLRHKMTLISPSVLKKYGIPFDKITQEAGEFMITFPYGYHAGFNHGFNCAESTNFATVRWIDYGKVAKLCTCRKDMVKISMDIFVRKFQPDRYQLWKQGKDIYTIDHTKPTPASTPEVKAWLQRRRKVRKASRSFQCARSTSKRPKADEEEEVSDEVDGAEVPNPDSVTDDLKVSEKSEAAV
PP5 primary: blocks human protein phosphatase 5 activity. inhibition, % at 6.7 µM. hit rate 0.18% among 320,000. purified PP5c, OMFP substrate fluorescence. AID 1987. P53041;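 active = inhibition above the campaign's mean inhibition across all tested compounds plus 3 SD, cut at about 9.5% in these data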;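 also: 0% = DMSO only and 100% = 100 µM cantharidin control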
Target sequence (P53041 whole entry, looked up): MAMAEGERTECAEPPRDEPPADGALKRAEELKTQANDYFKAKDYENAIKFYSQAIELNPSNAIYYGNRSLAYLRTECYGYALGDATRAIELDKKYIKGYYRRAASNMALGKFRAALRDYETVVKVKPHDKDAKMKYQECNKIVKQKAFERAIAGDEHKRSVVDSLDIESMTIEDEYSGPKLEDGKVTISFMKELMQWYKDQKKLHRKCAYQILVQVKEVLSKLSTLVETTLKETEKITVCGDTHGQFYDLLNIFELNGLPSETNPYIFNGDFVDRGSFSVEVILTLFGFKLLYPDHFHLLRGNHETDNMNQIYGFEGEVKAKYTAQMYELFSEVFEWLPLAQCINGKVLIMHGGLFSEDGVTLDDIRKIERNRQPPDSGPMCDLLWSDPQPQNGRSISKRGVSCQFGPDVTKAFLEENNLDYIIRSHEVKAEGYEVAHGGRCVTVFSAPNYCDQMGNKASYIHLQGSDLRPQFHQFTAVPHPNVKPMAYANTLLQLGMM
TPT1 inh: C. albicans TPT1 enzyme inhibition | hit rate 0.81% among 300,000 | recombinant caTPT1, FP RNA substrate dephosphorylation | AID 1962 | inhibition, % at 5 µM;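 active = inhibition above the mean of all tested compounds plus 3 SD, set per screening campaign, cut at about 24% in these data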;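 also: plate controls were DMSO alone for no effect and ferristatin control at 100 nM for full effect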
Starred values were filed as active, the others as inactive; · = no result given; & = joins results of further samples.

Below each compound – procasp7 counter | Fh CTSL1 inh | Efflux pump mplx | PP1 inh | HCV core dimer | procasp3 activ | JMJD2C inh | PP5 primary | TPT1 inh
1) CSC1=N/C(=C\c2ccc(Cl)cc2)C(=O)N1N(C)C
 : 4 | -1 | 0.0 | -2 | -10 | -7 | 9 | 0.5 | -2
2) Cc1ccc(C(=O)OCC(=O)Nc2ccc(N(C)C)cc2)cc1NC(=O)c1ccco1
 : 9 | -2 | -0.1 | 0 | -10 | 4 | 6 | -0.2 | -4
3) O=C(O)CSCc1ccc(Cl)cc1
 : 8 | 0 | -0.1 | -2 | 0 | -1 | -5 | -2.6 | 2
4) Cc1ccc(C(=O)NC(=S)Nc2cc(-c3nc4ccccc4s3)ccc2C)cc1
 : -1 | 3 | -0.1 | -3 | 4 | 3 | 3 | 0.1 | -1
5) CCc1c(-c2n[nH]c(=S)n2Cc2ccccc2)csc1C
 : -24 | -2 | 0.3 | 5 | 1 | -22 | 4 | 4.1 | 0
6) CN(C)CC(O)COc1ccc(-c2ccc(C#N)cc2)cc1 (stereo not given)
 : 6 | -3 | 0.1 | 0 | -2 | -3 | 59 | 4.0 | -2
7) CCN(CC)S(=O)(=O)c1cc(C(=O)OCC(=O)Nc2ccc(-c3nc4ccc(C)cc4s3)cc2)ccc1F
 : 3 | -2 | 0.2 | -5 | -20 | 5 | 6 | 1.7 | -1
8) COc1ccc(OCC(=O)O/N=C(\N)Cc2ccc(Cl)cc2)cc1
 : 4 | 30* | 0.1 | 3 | 6 | 1 | -4 | 4.2 | -5
9) O=C(C1CCN(S(=O)(=O)c2cccnc2)CC1)N1CCN(c2ccccc2Cl)CC1
 : 3 | -5 | 0.2 | -1 | 1 | 3 | 0 | 1.4 | 1
10) COc1ccc(N(C(=O)c2ccc(S(=O)(=O)N3CCCC3)cc2)C2C=CS(=O)(=O)C2)cc1 (stereo not given)
 : 0 | 0 | 0.0 | 5 | 7 | 1 | 4 | 1.9 | -2
11) O=C(NCC1CCCCC1)c1ccc(F)c(S(=O)(=O)N2CCOCC2)c1
 : 0 | · | -0.2 | -3 | · | 7 | -1 | 1.1 | ·
12) Cc1cc2oc(C(=O)NC3CCS(=O)(=O)C3)cc(=O)c2cc1C (stereo not given)
 : 10 | -3 | -0.1 | -3 | -3 | 5 | -1 | 0.3 | -1
13) FC(F)(F)COc1nc(OCC(F)(F)F)nc(N2CCN(c3ccccc3)CC2)n1
 : 5 | 3 | -0.1 | 1 | 6 | 6 | · | 5.0 | -7
14) O=C(CSc1nnc(CN2CCOCC2)n1-c1ccccc1)N1CCc2ccccc21
 : 1 | -1 | -0.1 | 0 | -1 | 7 | 8&-12 | -0.3 | -1
15) CC(NS(=O)(=O)c1ccc(Cl)c(Cl)c1)C(=O)OCC(=O)N1CCCCCC1 (stereo not given)
 : 4 | · | 0.1 | -5 | · | 0 | 10 | -0.8 | ·
16) NC(=O)c1ccc(CN2CCC(Cc3ccccc3)CC2)cc1
 : 9 | -3 | -0.1 | -1 | -4 | 6 | -1 | 0.4 | 1
17) CC(C(=O)NC(C)(C)C)N(C(=O)CS(=O)CC(=O)Nc1ccc(F)cc1)c1ccccc1F (stereo not given)
 : 0 | -5 | 0.0 | -5 | 1 | 0 | -3 | 2.7 | 1
18) Cc1cc(Br)c(S(=O)(=O)NCCN2CCOCC2)cc1C
 : -1 | -3 | -0.1 | 2 | 0 | 4 | -8 | 2.2 | -3
19) Cc1ccc2cc(CN(CC3CCCO3)S(=O)(=O)c3c(C)ccc4nsnc34)c(=O)[nH]c2c1 (stereo not given)
 : 0 | 1 | 0.3 | -1 | 2 | 7 | 17&-3 | 1.1 | 0
20) O=C(c1cccc(N2CCCC2=O)c1)N1CCN(c2ccc(F)cc2)CC1
 : -8 | -3 | -0.1 | -2 | -5 | 13 | -29 | 1.3 | 1
21) O=[N+]([O-])c1ccc(N2CCCC2)nc1N1CCCC1
 : 0 | 0 | 0.0 | -2 | -2 | -14 | 1 | -1.5 | -3
22) CCc1c(C)sc(NC(=O)c2cc(CC(C)C)on2)c1C#N
 : -12 | 3 | 0.1 | 0 | -6 | 2 | 16 | -2.1 | 0
23) COc1ccc(/C=N/NC(=O)c2ccc[nH]2)cc1
 : -11 | 5 | 0.0 | -3 | 0 | 12 | 1 | -0.2 | 0
24) COCCCn1cc(C(=O)c2ccccc2OCC(=O)Nc2cccc(F)c2)cc(C#N)c1=O
 : 5 | -3 | 0.1 | 1 | 2 | 0 | -2 | 0.8 | -6
25) CCOC(=O)C1=C(N)OC2=C(C(=O)CC(C)(C)C2)C1c1ccc(CC)s1 (stereo not given)
 : -11 | 1 | -0.2 | 1 | 1 | 3 | -24 | 3.0 | -7
26) O=C(NCCCCNC(=O)c1ccccc1F)c1ccccc1F
 : -5 | 1 | 0.0 | 2 | 11 | 2 | 3 | 0.7 | 0
27) Cc1cc(C)c2oc(=O)cc(CN3CCCCC3)c2c1
 : 2 | 5 | -0.1 | -2 | 6 | 3 | -37 | -1.9 | 1
28) CC1=C(C(=O)OCc2ccccc2)C(c2ccccn2)c2c(n(C)c(=O)n(C)c2=O)N1 (stereo not given)
 : 8 | 2 | 0.0 | 2 | -3 | 2 | 4 | 1.3 | 3
29) O=C(O)C1C2CCC(O2)C1C(=O)Nc1cccc(F)c1 (stereo not given)
 : 2 | -2 | 0.0 | 55* | -5 | 5 | 4 | 52* | -6
30) Cc1cc(C(=O)COc2ccc(F)cc2Br)c(C)n1C
 : 2 | 4 | 0.1 | 0 | 1 | 5 | 9 | -0.9 | -1

Of the compounds above, these have bromine:
Below each compound – procasp7 counter | Fh CTSL1 inh | Efflux pump mplx | PP1 inh | HCV core dimer | procasp3 activ | JMJD2C inh | PP5 primary | TPT1 inh
18) Cc1cc(Br)c(S(=O)(=O)NCCN2CCOCC2)cc1C
 : -1 | -3 | -0.1 | 2 | 0 | 4 | -8 | 2.2 | -3
30) Cc1cc(C(=O)COc2ccc(F)cc2Br)c(C)n1C
 : 2 | 4 | 0.1 | 0 | 1 | 5 | 9 | -0.9 | -1

Continued:
Below each compound – procasp7 counter | Fh CTSL1 inh | Efflux pump mplx | PP1 inh | HCV core dimer | procasp3 activ | JMJD2C inh | PP5 primary | TPT1 inh
31) COc1cc(C(=O)NC(=S)Nc2csc(-c3ccc(F)cc3)n2)cc(OC)c1OC
 : 5 | -3 | 0.0 | -3 | 9 | 4 | 6 | -0.7 | 3
32) O=C(Cc1ccccc1[N+](=O)[O-])Nc1ccccc1C(=O)N1CCOCC1
 : 10 | -2 | -0.1 | -2 | 0 | 1 | -6 | -0.3 | -1
33) COc1ccc(-c2csc(NC(=S)NC(=O)c3ccc4ccccc4c3)n2)cc1OC
 : -3 | -1 | -0.1 | -2 | 13 | -1 | -3 | -1.4 | -2
34) Cc1cc(C)c2nc(-c3cccnc3)cc(C(=O)Nc3ccc(S(=O)(=O)Nc4onc(C)c4C)cc3)c2c1
 : -12 | 4 | 0.0 | 8 | 32 | 1 | 2 | 3.8 | 2
35) O=C1c2ccccc2C(O)(c2ccccc2)N1C1CC1 (stereo not given)
 : -3 | -5 | -0.1 | 0 | -5 | 6 | 18 | -0.4 | -1
36) OCCC#Cc1ccc(CN2CCN(CCc3ccccc3)C(CCO)C2)cc1 (stereo not given)
 : 15 | -2 | 0.1 | 1 | -5 | 1 | 1 | 2.2 | 0
37) O=C(Nc1nc(-c2ccccc2)c(-c2ccccc2)s1)c1ccc(S(=O)(=O)N2CCCC2)cc1
 : 4 | -1 | 0.1 | -2 | 2 | 5 | 4 | -0.1 | 1
38) CCN(C(=O)COC(=O)c1ccc(COc2ccc3c(C)cc(=O)oc3c2)cc1)C1CCS(=O)(=O)C1 (stereo not given)
 : 11 | 0 | 0.2 | 0 | 2 | 17 | -37 | 0.0 | 5
39) Cc1ccc(C2(C)NC(=O)N(CC(=O)NC(=O)NCCC(C)C)C2=O)cc1 (stereo not given)
 : -2 | 4 | 0.1 | -1 | -5 | -7 | -1 | 0.8 | 1
40) COc1ccccc1C(=O)N/C(=C\c1ccccc1)C(=O)NCc1ccco1
 : -9 | 17* | 0.1 | 1 | -12 | -6 | 5 | -2.6 | -1
41) CCCCSCCCNC(=O)C1CCC(CNS(=O)(=O)c2ccccc2)CC1 (stereo not given)
 : 3 | -1 | -0.3 | -2 | 6 | -2 | -3 | 0.2 | 0
42) Cc1cccc(Nc2ccccc2C(=O)OCC(=O)N(C)C2CCS(=O)(=O)C2)c1C (stereo not given)
 : -5 | 10 | 0.1 | -1 | 3 | -1 | 7 | 2.1 | 1
43) CSCCC(NC(=O)c1ccccc1Cl)C(=O)NCc1ccncc1 (stereo not given)
 : 4 | · | 0.0 | -4 | · | 5 | 0 | 3.4 | ·
44) CCOc1ccc(N(CC(=O)N2CCCC2)S(=O)(=O)c2ccc(F)cc2)cc1
 : 12 | -1 | 0.1 | -3 | -4 | 6 | 10 | 2.2 | 3
45) CCCNC(=O)c1cc2nc(-c3ccccc3)cc(C(F)(F)F)n2n1
 : 1 | 0 | 0.2 | -4 | 4 | 3 | 9 | -1.2 | 3
46) O=C(CCC1CCCCC1)NCCS(=O)(=O)N1CCN(c2ccccc2)CC1
 : 0 | 0 | -0.2 | 2 | -1 | -4 | -11 | 1.9 | -3
47) CCC(C)(C)NC(=O)C(c1ccc(C)o1)N(Cc1cccs1)C(=O)Cn1nnc2ccccc21 (stereo not given)
 : 5 | 5 | 0.0 | 11 | 9 | 4 | -8&30 | -0.2 | -6
48) O=C(O)c1ccc(N=NN2CCCC2)cc1
 : 0 | 1 | -0.2 | 0 | -6 | 7 | 4 | -0.7 | -1
49) CN1CCN(c2ccc(S(=O)(=O)N3CCCCC3)cc2NC(=O)CSCc2ccccc2)CC1
 : -6 | -9 | 0.4 | -3 | 7 | -4 | -6 | 1.5 | 2
50) COc1ccc(-n2nc(C(=O)NCCCN3CCCC3=O)c3c4ccccc4n(C)c3c2=O)cc1Cl
 : 12 | -1 | 0.1 | -3 | 5 | 1 | 4 | -0.5 | 0
51) CCOC(=O)C1CCN(C(=O)CSc2nc3ncccc3[nH]2)CC1
 : 6 | -1 | 0.0 | -4 | 6 | -6 | -8 | 1.5 | -1
52) C/C(=N\NC(=O)c1cccc(S(=O)(=O)N2CCCC2)c1)c1ccncc1
 : 2 | · | -0.1 | -2 | · | -1 | 4 | 2.1 | ·
53) N#C/C(=C(/O)c1ccccc1F)c1nc2cc(C(F)(F)F)ccc2s1
 : 5 | -2 | 0.1 | 0 | -3 | 0 | 6 | -0.5 | -4
54) CC(C)C12CN(C(=O)c3ccccc3[N+](=O)[O-])CC(C(C)C)(CN(C(=O)c3ccccc3[N+](=O)[O-])C1)C2=O
 : 1 | -1 | 0.0 | -6 | 5 | 5 | 6 | -1.7 | -5
55) COc1ccccc1/C=C/C(=O)NCCC1=CCCCC1
 : 1 | 2 | 0.0 | -3 | 14 | 8 | -3 | 0.4 | 2
